# Compound activity as filed in PubChem.
# STAT3 activator = STAT3 signaling activation | U3A cells, IL-6 STAT3-luciferase reporter, luminescence; 100% = signal with IL-6 EC80 alone | activation (% of control), % at 5.6 µM | actives 0.91% (n = 190,000);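 active = activation above the screen-wide mean of compound activation plus 3 SD, cut at about 130% in these data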;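 note: 0% = background luminescence of wells with medium and substrate only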
#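 System – human U3A cells carrying STAT3-luciferase construct · Probe or stimulus – Interleukin-6, 33 ng/mL · Schedule – compound 1 h, then IL-6 6 h at 37 °C · Signal – luminescence from STAT3-driven luciferase reporter · Evaluation – percent of IL-6-only median luminescence · Benchmarks – IL-6-only high control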
# STAT1 activator = increases IFN-gamma driven STAT1 reporter signal. activation (% of control), % at 5.5 µM. actives 2.6% (n = 200,000). NIH 3T3 STAT1-luciferase reporter, luminescence; 100% = IFN-gamma alone, no compound;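 active = activation above the screen-wide mean activation plus 3 SD, cut at about 130% in these data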;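 note: raw ratio to IFN-gamma control signal so 100% means no change and 0% no light; values of inactives mirror those of a sister screen read the other way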
# FLuc stim CS = affects firefly luciferase, flagging false hits in luciferase stimulation screens; P08659; ATPlite luciferase biochemical, luminescence, 10 min; 0 = ATP-free wells, 1 = DMSO control; activation factor at 10 µM; 200,000 tested, under 10 active; AID 1027;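 active = luciferase activation factor, scaled between plate controls, of at least 2 with compound at 10 µM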
# Target sequence (P08659 whole entry, looked up): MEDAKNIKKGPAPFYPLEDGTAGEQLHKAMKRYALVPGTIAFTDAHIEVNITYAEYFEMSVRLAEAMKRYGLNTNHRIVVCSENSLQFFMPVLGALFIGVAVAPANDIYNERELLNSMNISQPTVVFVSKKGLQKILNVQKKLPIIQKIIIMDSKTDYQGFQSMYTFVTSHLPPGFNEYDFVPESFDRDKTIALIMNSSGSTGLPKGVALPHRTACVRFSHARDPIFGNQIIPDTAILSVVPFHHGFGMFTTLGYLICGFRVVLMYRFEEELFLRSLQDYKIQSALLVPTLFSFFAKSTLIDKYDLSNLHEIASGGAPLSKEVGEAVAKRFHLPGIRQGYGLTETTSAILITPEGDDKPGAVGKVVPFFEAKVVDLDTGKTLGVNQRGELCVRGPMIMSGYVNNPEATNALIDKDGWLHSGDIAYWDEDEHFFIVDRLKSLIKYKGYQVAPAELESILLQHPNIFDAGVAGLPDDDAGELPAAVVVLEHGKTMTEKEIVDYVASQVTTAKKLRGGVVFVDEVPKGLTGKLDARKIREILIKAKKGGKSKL
#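 assay system = Luciferase/luciferin detection reagent, cell-free biochemical luciferase assay | also added = ATP substrate | times = 10 min post-reagent at room temperature | measured by = luminescence from luciferase reaction | measure = luciferase activation, seen as luminescence increase over controls | benchmarks = low control with PBS replacing ATP, high control enzyme plus ATP without compound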
# STAT1 inh = STAT1 signaling inhibition. AID 920. inhibition, % at 5.5 µM. NIH 3T3 STAT1-luciferase reporter, IFN-gamma, luminescence. actives 0.35% (n = 200,000);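 active = inhibition above a set limit, the mean inhibition across all tested compounds plus 3 SD, cut at about 34% in these data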;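 note: 0% = IFN-gamma with DMSO and 100% = IFN-gamma with 300 µM nifuroxazide; values of inactives mirror those of a sister screen read the other way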
# STAT3 blocker = STAT3 signaling inhibition; inhibition, % at 5.5 µM; U3A cells, IL-6 STAT3-luciferase reporter, luminescence; host cell line lacks STAT1; actives 0.89% (n = 190,000); AID 862;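 active = inhibition above the mean inhibition across all screened compounds plus 3 SD, cut at about 44% in these data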;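 note: 0% = DMSO only wells and 100% = 100 µM nifuroxazide control wells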
# FLuc inhib CS = inhibits firefly luciferase, flagging false hits in luciferase inhibition screens. AID 1006. actives 1.5% (n = 200,000). ATPLite firefly luciferase biochemical luminescence, 10 min. inhibition, % at 10 µM. P08659;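 active = inhibition above about 50% when tested at 10 µM, limit read from the data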
# ROMK mod = human ROMK K+ channel modulation, primary screen. P48048. B-score at 10 µM. Tet-inducible ROMK, thallium flux fluorescence; actives lie on both sides. actives 2% (n = 130,000);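 active = signal ratio slope over the read window, or its plate-corrected B-score, at least 3 SD from the plate mean, either direction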;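 note: B-score of the F/F0 ratio slope over 7 to 12 s after thallium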
# Target sequence (P48048 whole entry, looked up): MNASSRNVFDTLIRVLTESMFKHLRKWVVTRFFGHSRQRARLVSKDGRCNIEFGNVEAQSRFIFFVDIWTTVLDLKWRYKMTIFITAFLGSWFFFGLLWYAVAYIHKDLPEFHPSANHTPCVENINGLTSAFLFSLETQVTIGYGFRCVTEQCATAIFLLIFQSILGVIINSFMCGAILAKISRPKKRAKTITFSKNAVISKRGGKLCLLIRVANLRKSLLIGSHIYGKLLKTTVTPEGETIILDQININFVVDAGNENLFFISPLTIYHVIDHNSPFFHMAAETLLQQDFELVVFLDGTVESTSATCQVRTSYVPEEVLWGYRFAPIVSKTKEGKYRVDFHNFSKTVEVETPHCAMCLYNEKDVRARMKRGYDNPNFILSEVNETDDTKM
# APP 5'UTR act = APP 5'UTR luciferase reporter activation. SH-SY5Y APP 5'UTR luciferase reporter, luminescence; zero percent = DMSO vehicle wells. activation, % at 2 µM. actives 1% (n = 190,000). AID 1276;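 active = activation above a set limit, based on mean plus 3 SD of controls, cut at about 140% in these data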; note: values of inactives mirror those of a sister screen read the other way
# NF-kB expr up = NF-kB expression increase, human neuronal cells. NF-kB reporter expression; hits give high values. fold change at 12.5 µM. actives 1.6% (n = 190,000); in the data active = fold change above about 3.3
# APP 5UTR inh = APP translation inhibition; SH-SY5Y APP 5'UTR-luciferase reporter, luminescence; inhibition, % at 2 µM; actives 0.82% (n = 190,000); AID 1285;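 active = inhibition above a set limit, derived from the sample mean plus 3 SD, cut at about 45% in these data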; note: values of inactives mirror those of a sister screen read the other way
# * marks the source's active call; other numbers are inactive results; . = no result given.
smiles	STAT3 activator	STAT1 activator	FLuc stim CS	STAT1 inh	STAT3 blocker	FLuc inhib CS	ROMK mod	APP 5'UTR act	NF-kB expr up	APP 5UTR inh
O=C(CCn1c(=O)oc2ccccc21)NCCCN1CCN(c2ccc(F)cc2)CC1	94	91	1	10	9	-1	-1.2	-11	0.97	10
COCCNC(=S)N1CCOCC1	112	103	1.1	-3	-11	-5	.	7	0.98	-7
Cn1nc(CC(=O)NCc2cccc3ccccc23)c2ccccc2c1=O	79	87	1	15	31	-3	.	-8	1.1	8
CCNc1nc(NCC)nc(SCCOC(=O)c2ccccc2)n1	97	98	1.1	8	6	-8	-0.81	3	0.8	-3
NS(=O)(=O)c1cccc(NC(=O)Cn2cnc3ccccc3c2=O)c1	103	100	1	0	3	-4	0.82	0	1.3	0
COc1ccc(C2(C(=O)NCCCN3CCOCC3)CCOCC2)cc1	100	106	1	-7	3	-4	0.71	-10	1.2	10
CC1=C/C(=N\N=C2\NC(=O)C(CC(=O)Nc3ccccc3F)S2)CC(C)(C)C1 (configuration not stated)	108	104	1	-6	-3	-2	-0.98	5	1.1	-4
O=C(O)CCC(=O)NCc1ccc(C(=O)O)cc1	101	106	1	-6	-4	2	-0.018	-2	1.1	2
O=C(Nc1cc(N2CCOCC2)ncn1)c1ccc(F)cc1	91	122	1	-25	21	-2	0.55	20	1.8	-20
Nc1cc(-c2ccc(Cl)cc2)nn1-c1ccccc1	91	149*	0.7	-51	11	30	-0.11	88	2.6	-88
Cc1sc2ncnc(N3CCCCC3)c2c1C	94	89	1	12	13	-5	-1.4	.	0.73	.
O=C(CSc1cccc(C(F)(F)F)c1)N1CCN(S(=O)(=O)c2ccccc2)CC1	107	94	1.1	7	-1	-7	.	-23	0.79	23
Cc1ccccc1-n1nc(-c2cccnc2)cc1C(=O)NN	98	97	1	4	3	1	0.065	-5	1.4	5
O=C1CCCCC1S(=O)(=O)c1ccccc1 (configuration not stated)	100	109	1	-10	3	-2	.	16	1.1	-16
O=c1c2cccnc2[nH]c(=S)n1Cc1ccccc1	87	91	1.1	10	14	-9	.	21	1.2	-21
COc1ccc(C2=NO[C@@H]3[C@@H]4C[C@@H]([C@H]5C(=O)N(C)C(=O)[C@@H]45)[C@H]23)cc1	96	94	1.1	7	5	-9	.	-3	1	3
O=C(OC1CCCCC1)c1ccc(NC(=O)C2CCCCC2)cc1	95	102	1	-3	6	-4	-0.3	-2	0.81	2
Cc1cc(C(=O)N[C@H](c2ccccc2)[C@@]2(C)C[C@@H]2[C@@H](C)C(=O)Nc2ccc3ccccc3c2)no1	105	102	1.1	-2	-9	-9	-2.6	7	0.64	-7
O=C(Nc1ccc(SC(F)F)cc1)c1ccc(F)cc1	84	137*	0.8	-39	20	20	-0.74	107	4.7*	-107
COC(=O)Nc1ccc2ncn(C)c(=O)c2c1	108	101	1	-1	0	-4	.	4	1	-4
COc1ccc(-c2nn(CCC#N)cc2/C=N/O)cc1	100	100	1.1	1	5	-5	0.71	47	1	-46
NC(=O)Cc1ccc(C(=O)c2ccc(Cl)cc2)s1	107	118	0.9	-19	-3	6	-1.2	23	1.5	-23
CO/N=C(\C(=O)N[C@@H]1C(=O)N2C(C(=O)O)=C(COC(C)=O)CS[C@H]12)c1csc(N)n1 (stereo in doubt)	97	95	1.1	5	6	-5	.	-1	0.94	1
CN(Cc1ccco1)C(=O)Cn1c(=O)oc2cc(S(=O)(=O)NCc3ccccc3)ccc21	100	100	1	0	5	-4	.	1	0.61	-1

# Four entries already listed, ordered by the value under ROMK mod, descending:
structure,ROMK mod
COc1ccc(-c2nn(CCC#N)cc2/C=N/O)cc1,0.71
O=C(Nc1ccc(SC(F)F)cc1)c1ccc(F)cc1,-0.74
NC(=O)Cc1ccc(C(=O)c2ccc(Cl)cc2)s1,-1.2
Cc1cc(C(=O)N[C@H](c2ccccc2)[C@@]2(C)C[C@@H]2[C@@H](C)C(=O)Nc2ccc3ccccc3c2)no1,-2.6

# Carrying on.
smiles	STAT3 activator	STAT1 activator	FLuc stim CS	STAT1 inh	STAT3 blocker	FLuc inhib CS	ROMK mod	APP 5'UTR act	NF-kB expr up	APP 5UTR inh
COc1ccccc1CCc1nnc(CCC(=O)N(C)Cc2ccncc2C)o1	106	95	1.1	5	0	-8	0.55	18	1.1	-18
Cc1ncc(CN2CCN(CCC(C)C)C(CCO)C2)s1 (configuration not stated)	99	94	1.1	5	2	-6	0.083	14	1.1	-14
C=CCN1CN=C(NS(=O)(=O)c2ccc(NC(C)=O)cc2)NC1	100	106	1	-9	5	-4	0.59	3	0.98	-3
CCOc1cc(C(=O)NC(=S)Nc2cccnc2)cc(OCC)c1OCC	108	97	1	4	-10	-5	0.3	5	0.46	-5
COc1ccc(-c2cc(CCCC(=O)NCCc3cc(OC)ccc3OC)no2)cc1	95	102	1	-2	7	5	0.42	-2	1	2
CCN(CC)CCCNC(=O)CNC(=S)N(CCCN1CCOCC1)Cc1cccs1	96	83	1	18	7	-4	0.29	-10	1.2	10
COc1ccccc1C1/C(=C(\O)c2c(C)nc3c(C)cccn23)C(=O)C(=O)N1CCCN(C)C (configuration not stated)	101	100	.	0	3	.	-0.16	-5	.	5
O=C1c2oc3ccccc3c(=O)c2C(c2cccnc2)N1CCCN1CCOCC1 (configuration not stated)	104	104	1.1	-4	-1	-8	0.45	13	1.1	-13
CC(C)(C)NC(=O)C(OC(=O)c1cccs1)c1ccccc1 (configuration not stated)	101	102	1.1	-4	0	-6	0.15	17	1.1	-17
CCCC(=O)NC(Nc1ccc(S(=O)(=O)Nc2cc(C)on2)cc1)(C(=O)OCC)C(F)(F)F (configuration not stated)	99	106	1	-6	4	-5	1.2	2	1.1	-2
Cc1ccc(Cn2c(C(=O)O)cc3sccc32)cc1	99	102	1.1	-3	4	-5	1.5	17	1.1	-17
O=C(COc1ccccc1)N(Cc1ccco1)C1CCS(=O)(=O)C1 (configuration not stated)	101	99	1	1	5	0	.	.	0.97	.
O=C(CN1CCN(c2ccccc2O)CC1)NNC(=O)c1ccc(Cl)cc1	101	106	1	-7	-1	-3	-0.18	-15	1.1	15
COc1ccc(/C(=N\O)c2ncc(C(F)(F)F)cc2Cl)cc1	96	93	1.1	7	9	-5	-0.38	4	1.7	-4
C=CCOC(=O)C1=C[C@@H](c2ccc3c(c2)OCO3)C[C@@H](OCc2ccc(CO)cc2)O1	.	102	1	0	.	2	.	21	1.1	-21
Cc1ccc(NC(=O)Cn2nnc(C(=O)NCc3cccs3)c2N)cc1	101	96	1.1	4	3	-6	.	-13	1.1	13
COc1ccc(C(C(=O)NC2CCCCC2)N(C(=O)CCl)c2ccc(Cl)cc2)cc1 (configuration not stated)	92	93	1.1	8	9	-11	-0.38	.	0.12	.
CCOC(=O)c1nnn(-c2nonc2N)c1CNC(C)C	99	102	1	-2	4	-4	0.18	-13	0.86	13
CNC(=O)COC(=O)/C=C/c1cccs1	102	105	1.1	-6	4	-7	3.1	7	1.1	-7
COc1ccccc1N1CCN(C2CCN(C(=O)c3cc(OC)c(OC)c(OC)c3)CC2)CC1	95	99	1	2	10	-3	-0.47	15	1.2	-15
CCn1cc(CNC(=O)c2cc(-c3cc(OC)ccc3OC)nc3ccccc23)c(C)n1	105	99	1.1	1	-9	-7	-0.18	-14	0.83	14
CCN(CC)S(=O)(=O)c1ccc2c(c1)c(=O)c(C(=O)NCc1ccco1)cn2C	99	95	1	5	5	-4	0.33	11	0.97	-11
O=C(O)c1cc2n(n1)C(C(F)(F)F)CC(c1ccco1)N2 (configuration not stated)	103	106	1	-6	1	-4	.	-2	1.4	2
COc1cc(S(=O)(=O)NCc2ccccc2)ccc1F	96	93	1	8	9	-5	-0.32	-6	1	6
Cc1ccc(-n2ncc3c(NNC(=O)c4ccco4)ncnc32)c(C)c1	99	93	1	7	9	-4	-0.038	1	1.3	-1
Cc1cc(C)n(CC(O)COc2ccccc2C(=O)Nc2ccccc2)n1 (configuration not stated)	98	96	1	4	8	-5	.	7	0.5	-7
Cc1cc(C)nc(NS(=O)(=O)c2ccc(NC(=O)c3ccc(S(=O)(=O)N4CCOCC4)cc3)cc2)n1	98	99	1.1	1	7	-7	.	5	1.1	-5
Fc1ccc2nc(N3CCOCC3)sc2c1	100	138*	0.9	-45	5	7	0.14	27	1.7	-27
COCCn1c(C)cc(C(=O)COc2ncnc3ccc(Br)cc23)c1C	109	95	1	3	-9	-4	0.03	0	1.1	0
CCOC(=O)C1CCCN(c2c(Nc3ccc(OCC)cc3)c(=O)c2=O)C1 (configuration not stated)	105	108	1.1	-9	2	-6	.	6	0.98	-6
CCn1c(SCC(=O)Nc2nc(C)c(C(=O)OC)s2)nnc1C(C)C	97	102	1.1	-2	8	-6	0.03	10	0.94	-10
CCN(CC)C(=O)C1CCN(CC2CC=CCC2)CC1 (configuration not stated)	96	102	1	-2	10	-1	.	1	1.1	-1
CC(NC(=O)c1ccc(N)cc1)c1ccccc1 (configuration not stated)	78	104	1	-5	32	-5	-0.72	-17	0.94	17
O=C(O)CCNC1C=CS(=O)(=O)C1 (configuration not stated)	99	93	1.1	6	3	-8	-0.21	-8	1.1	8
COc1cc(C(=O)Nc2ccc(O)cc2C(=O)O)ccc1OC(C)=O	97	93	0.6	8	7	37	0.39	-4	1.1	4
CC(C)(C)NC(=O)C1Cc2ccccc2CN1S(=O)(=O)c1ccc(F)cc1 (configuration not stated)	114	100	1	-1	-3	-2	2.1	14	0.99	-14
CC(=O)c1ccc(OCCCC(=O)NC2=NCCS2)cc1	100	104	1	-5	12	4	.	10	1	-10
COC(=O)[C@H](CCSC)NC(=O)NCc1ccccc1F	97	97	1	3	7	-1	.	-2	1.1	2
N#CC1=C(N)NC(SCC(=O)Nc2ccccc2)=C(C#N)C12CCCC2	91	91	1	9	13	-4	.	0	0.97	0
O=C(CC1(O)C(=O)Nc2ccccc21)c1ccccc1 (configuration not stated)	102	101	1	-1	6	-4	.	.	1.1	.
O=C(CN1CCN(c2ccccn2)CC1)Nc1ccc(OCc2ccccc2)cc1	105	99	1	1	2	-4	.	5	1.1	-5
O=C(O)c1ccc(S(=O)(=O)N2CCCCCC2)cc1	100	99	1.1	1	-3	-6	-0.46	6	1.1	-6
Cc1ccc(C)c(C(=O)COC(=O)c2ccc(Br)o2)c1	89	109	1	-9	13	-4	-0.96	-12	1.1	12
NC(N)=Nc1nc(CCN2C(=O)c3ccccc3C2=O)cs1	93	91	1	10	10	3	.	-5	1	5
CS(=O)(=O)NN1C(=O)c2ccccc2NC1c1cccc(O)c1 (configuration not stated)	107	98	1	0	-3	-1	2.5	14	1.1	-14
